# VP16 counter: inhibits Gal4-VP16 luciferase reporter, ROR gamma counter-screen; Drosophila S2 Gal4-VP16 UAS-luciferase, luminescence, 20 h; Potency, µM (titrated, usually from 53.6 µM), for inactives: top-dose activity, negative = inhibition, hits mostly inhibitors; 310,000 tested, 3.5% active;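 note: Gal4-VP16 expression switched on by copper sulfate through the metallothionein promoter; potency is the fitted concentration of half-maximal effect; % is set by controls: 0 for no effect and ±100 for the full control effect; nearly all actives have a fitted effect of over 50% in size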
# FLuc modulator: firefly luciferase modulation, counter-screen for miR-21 project | P08659 | purified FLuc, Km substrates, luminescence inhibition | Potency, µM (highest dose often 57.5 µM), without a hit: top-dose activity change, negative = inhibition, usual class: inhibitors | 360,000 tested, 6.9% active | AID 588342;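 note: potency is the fitted concentration of half-maximal effect; plate controls were vehicle for no effect and reference inhibitor for full effect; nearly all actives have a fitted effect of over 55% in size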
# Target sequence (P08659 whole entry, looked up): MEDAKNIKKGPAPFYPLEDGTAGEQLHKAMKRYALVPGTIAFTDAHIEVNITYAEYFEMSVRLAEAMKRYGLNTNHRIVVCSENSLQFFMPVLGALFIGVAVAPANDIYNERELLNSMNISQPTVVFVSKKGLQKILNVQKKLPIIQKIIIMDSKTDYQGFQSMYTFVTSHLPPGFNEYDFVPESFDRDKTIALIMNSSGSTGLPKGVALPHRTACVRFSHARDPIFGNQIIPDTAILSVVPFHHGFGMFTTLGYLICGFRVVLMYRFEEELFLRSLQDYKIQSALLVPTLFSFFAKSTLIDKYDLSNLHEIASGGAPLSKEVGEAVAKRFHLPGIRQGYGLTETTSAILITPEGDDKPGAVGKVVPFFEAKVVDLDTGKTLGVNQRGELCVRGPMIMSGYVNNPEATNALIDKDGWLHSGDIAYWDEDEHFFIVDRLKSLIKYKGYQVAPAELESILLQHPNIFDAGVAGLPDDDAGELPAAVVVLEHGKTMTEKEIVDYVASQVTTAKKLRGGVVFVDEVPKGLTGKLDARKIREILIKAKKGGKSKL
#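 Purified P. pyralis luciferase, 10 nM final, with Km-level 10 uM D-luciferin and 10 uM ATP in 50 mM Tris acetate pH 7.5, 10 mM Mg acetate, 0.01% Tween-20, 0.05% BSA; 6-point qHTS titration about 60 µM downward; luminescence read.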
# RORg inh: inhibitors of mouse ROR gamma transcriptional activity. 310,000 tested, 5.4% active. Drosophila S2 Gal4-RORgamma UAS-luciferase reporter, 20 h. P51450. Potency, µM (doses to about 53.6 µM), for the others: at the top dose activity change, negative = inhibition, actives largely listed as inhibitors; note: potency is the fitted concentration of half-maximal effect; % is set by controls: 0 for no effect and ±100 for the full control effect; nearly all actives have a fitted effect of over 60% in size
# Target sequence (P51450 whole entry, looked up, the tested form may be a part): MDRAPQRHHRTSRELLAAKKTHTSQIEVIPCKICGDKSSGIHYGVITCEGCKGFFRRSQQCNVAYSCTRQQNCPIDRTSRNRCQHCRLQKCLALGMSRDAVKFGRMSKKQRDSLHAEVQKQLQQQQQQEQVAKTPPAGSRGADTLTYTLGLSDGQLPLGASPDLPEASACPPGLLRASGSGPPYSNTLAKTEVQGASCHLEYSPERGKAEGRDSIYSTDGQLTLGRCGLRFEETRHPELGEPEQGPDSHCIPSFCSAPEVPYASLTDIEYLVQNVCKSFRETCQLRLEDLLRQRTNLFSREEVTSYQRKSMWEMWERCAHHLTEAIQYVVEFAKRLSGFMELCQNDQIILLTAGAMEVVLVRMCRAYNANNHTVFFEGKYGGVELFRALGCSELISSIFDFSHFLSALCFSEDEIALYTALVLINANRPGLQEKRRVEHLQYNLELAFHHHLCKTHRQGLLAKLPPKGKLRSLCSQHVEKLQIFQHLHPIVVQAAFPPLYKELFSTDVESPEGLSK
#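 ROR gamma transcriptional activity was tracked as Gal4-UAS luciferase output in stably transfected Drosophila Schneider cells, with compound added 1 hr before 700 uM copper sulfate induction and a 20 hr ambient-temperature incubation.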
# NPC1 prom act: NPC1 promoter activation. Huh7 NPC1 promoter luciferase reporter, 24 h. Potency, µM (titrated, usually from 9.22 µM), without a hit: top-dose activation, hits mostly activators. 320,000 tested, 2.4% active. AID 485313;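 note: potency is the fitted concentration of half-maximal effect; % of control where 0% means no effect; nearly all actives have a fitted effect of over 60% in size; reporter is driven by a mutant NPC1 promoter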
#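 NPC1 promoter–luciferase Huh7 cells; 24 h compound; luminescence.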
# p53 reactivator: restores transcriptional activity of mutant p53. H1299 p53-A138V BP100-luciferase reporter, luminescence, 24 h. 320,000 tested, 0.063% active. Potency, µM (series often up to 92.2 µM), for the others: top-dose activity change, positive = activation, actives largely listed as activators; note: potency is the fitted concentration of half-maximal effect; % of control where 0% means no effect; nearly all actives have a fitted effect of over 45% in size
#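 p53-null H1299 cells stably carrying temperature-sensitive p53-A138V and a BP100-luciferase reporter were pinned with compounds (4-point, 1:5 series) and held 24 hrs at 37 deg C. Luminescence was read 10 min after detection reagent.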
# PKM2 activator: PKM2 (human) enzyme activation | P14618 | purified PKM2, Kinase-Glo ATP luminescence, activation; response scale: 0% is enzyme alone, no compound | Potency, µM (series often up to 57.5 µM), for the others: at the top dose activation, hits mostly activators | 260,000 tested, 0.34% active; note: potency is the fitted concentration of half-maximal effect; % is set by controls: 0 for no effect and ±100 for the full control effect; nearly all actives have a fitted effect of over 55% in size
#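 Purified hPK-M2 (>95% pure) converted ADP (0.1 mM final) to ATP with 0.5 mM PEP in 50 mM imidazole pH7.2, KCl, MgCl2, Tween 20, BSA; 1 h at room temperature. ATP detected by Kinase-Glo luminescence.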
# Giardia kill: Giardia lamblia killing; Giardia lamblia trophozoite viability; activity change, % at 7.66 µM, hits read low; 340,000 tested, 0.15% active; AID 540267; in the data active = activity change below about -80%; inconclusive = between about -30% and that limit;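 note: parasites exposed to compound for two days anaerobically before the ATP read; % is set by controls: 0 for no effect and ±100 for the full control effect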
#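 Compounds were tested on trophozoites seeded at 100 cells/well and held 48 hrs at 37 deg C anaerobically. An ATP-based luminescent kit measured the remaining live cells.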
# BRCA1 expr up: activators of BRCA1 expression; Potency, µM (titrated, usually from 46.1 µM), for inactives: top-dose activation, most hits filed as activators; MCF7-BRCA1-FFLuc reporter, luminescence, 48 h; response scale: scaled: vehicle 0%, 10 µM genistein 100%; AID 624202; 380,000 tested, 1.1% active; note: potency is the fitted concentration of half-maximal effect; nearly all actives have a fitted effect of over 80% in size; some results filed as inactive show a strong effect at the top dose
#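 Activators of BRCA1 expression were detected as increased firefly luciferase luminescence in engineered MCF7 cells after 48 h compound incubation. Signals were scaled to genistein 10 microM as full activation.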
# Rab9 prom act: Rab9 promoter activation. Huh7 Rab9 promoter-luciferase reporter, luminescence, 24 h. Potency, µM (titrated, usually from 9.22 µM), inactives show at the highest dose activation, negative = inhibition, hits mostly activators. 320,000 tested, 2.8% active. AID 485297; note: potency is the fitted concentration of half-maximal effect; % of control where 0% means no effect; nearly all actives have a fitted effect of over 60% in size
#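 Luminescence from Amplite-detected luciferase (10 minutes, ambient) reports Rab9 promoter activation. Before that, stable Rab9-luciferase Huh7 cells (1500/well, reduced-serum OP-MEM I plus 10% FBS) were exposed to compound for 24 hours at 37C.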
# Menin-MLL TR inh: inhibitors of human menin-MLL interaction, mutant MLL peptide; 270,000 tested, 0.23% active; AID 1768; Menin + Texas Red MLL mutant peptide, fluorescence polarization; O00255; Potency, µM (titrated, usually from 61.6 µM), without a hit: top-dose FP activity change, negative = inhibition, actives largely listed as inhibitors; active = well fitted inhibition curve with a large enough effect in the polarisation, with a control signal flat, not every such curve was filed as active; inconclusive = small, poorly fitted or top-dose-only effect, or effect the other way, or a change in a side signal; inactive = no such curve, though single readings can be large or run the other way; the % refers to the polarisation; note: potency is the fitted concentration of half-maximal effect; % of control where 0% means no effect; many of its hits are not listed in these tables
# ELG1 genotoxic: genotoxicity induction in ELG1-luciferase HEK293T cells. 330,000 tested, 1.3% active. Potency, µM (series often up to 46 µM), inactives show at the top dose activity change, positive = activation, actives largely listed as activators. HEK293T ELG1-luciferase reporter, luminescence, 16 h; note: potency is the fitted concentration of half-maximal effect; % of control where 0% means no effect; nearly all actives have a fitted effect of over 60% in size
#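 Reporter readout depends on ELG1 protein level, which increases with genetic stress. After 16 hr compound exposure at 37 °C, luciferase activity was quantified using ONE-Glo.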
# * marks the source's active call; other numbers are inactive results; ? = inconclusive; . = no result given; & = joins results of further samples; [ ] = dose if it differs, or a comment. Unless noted, calls come from the whole dose curve; as a rule, active = well fitted curve in the direction sought with a large enough effect; inconclusive = small, poorly fitted or top-dose-only effect, or another doubt; inactive = no such curve, though single readings can be large; an effect the other way counts as inactive or inconclusive. A portion of the library, so the mix of outcomes need not match the whole.
SMILES,VP16 counter,FLuc modulator,RORg inh,NPC1 prom act,p53 reactivator,PKM2 activator,Giardia kill,BRCA1 expr up,Rab9 prom act,Menin-MLL TR inh,ELG1 genotoxic
CCN1CCN(c2cc(C(C)(C)C)nc3c(-c4ccccc4)c(C)nn23)CC1,-1%,7%,-1%,-3%,-5%,2%,0,-21%,7%,?,-8%
FC(F)(F)c1ccc(Oc2ccccc2Cl)nc1,8%[10 µM],0%,-3%,-8%,4%,2%,-2,1%,-4%,8%,1%
Cc1ccc(CN2CCN(Cc3ccc(Oc4ncccn4)cc3)CC2CCO)cc1 (stereo not drawn),2%,-1%,6%,-2%,0%,0%,-21,-25%,-1%,0%,0%
Cc1ccc(Nc2nc(-c3ccc(O)c(O)c3)cs2)nc1,6.3µM*,3µM*,13µM*,-23%,16%,?,0,2%,-33%[inhibitor],?,?
COc1ccc(CCNC(=O)CCC(=O)N2CCN(S(=O)(=O)c3ccccc3)CC2)cc1OC,4%,7%,-2%,1%,-1%,3%,18,-12%,14%,-4%,-1%
Cc1ccc(S(=O)(=O)CCN2CCN(c3ccccn3)CC2)cc1,5%,-1%,17%,-1%,1%,3%,-4,-27%,3%,.,-1%
O=C(NCC[C@@H]1C[C@@H]2C=C[C@H]1C2)c1cc(COc2ccc(F)cc2F)on1,0%,-11%,35%,-2%,8%,.,-9,13%,-3%,11%,-12%
COC(=O)c1cn(NC(=O)/C=C/c2cccc(OC)c2OC)c(=O)c2ccccc12,-2%,1%,5%,-5%,8%,1%,.,.,-8%,-5%,-1%
CC(C)Nc1ccc(Nc2ccnc3cc4ccccc4cc23)cc1,?,?,?,-14%,-10%,16%,-2,-101%[inhibitor],-2%,.,-14%
O=C(CN1C(=O)c2ccccc2S1(=O)=O)NCc1ccccc1,-5%,-1%,-11%,1%,11%,.,-19,-2%,-1%,-6%,9%
CNC(=O)c1ccc(-c2cc(C(F)(F)F)nn2C)s1,-10%,?,19%,29%,8%,-24%,-21,?,?,.,?
Cc1ccc2nc(-c3cc(N)cc(N)c3)oc2c1,?,0.38µM*,2.8µM*,?,-6%,-13%,?,-1%,?,?,7%
Cc1cccc(C)c1N(CC(=O)N/N=C/c1cc(Br)c(C)o1)S(C)(=O)=O,-9%,1%,-14%,0%,-12%,1%,-19,-3%,2%,3%,0%
CC(CNC(=O)c1ccc(-c2ccccc2)cc1)CN(C)C (stereo not drawn),-7%,0%,2%,-3%,-25%,3%,6,-31%,3%,1%,-3%
O=C(Nc1ccc2ccccc2c1)/C(=C\c1ccc2c(c1)OCO2)NC(=O)c1ccco1,-8%,-8%,7%[10 µM],-2%,-9%,4%,-18,-1%,-6%,-1%,-4%
O=C(Nc1cc(C(F)(F)F)ccc1N1CCOCC1)c1ccccc1F,1%,3%,1%,-1%,-6%,6%,8,-11%,-6%,8%,4%
COc1ccc(CCNC(=O)COC(=O)Cc2ccc(OC)cc2)cc1,-2%,-1%,24%,-2%,-6%,5%,12,0%,0%,-5%,3%
CCOC(=O)C(Sc1ncc(C#N)c(N)n1)C(C)C (stereo not drawn),10%,5%,-7%,1%,5%,9%,14,6%,0%,-3%,-1%
CCc1c(C)c(C#N)c2nc3ccccc3n2c1Cl,7%,-3%,2.8µM*,-30%[inhibitor],-14%,-19%,.,.,-44%[inhibitor],7%,-16%
CCOc1ccccc1C1CC(=O)Nc2cc(C)c(C)cc21 (stereo not drawn),-5%,-3%,-8%,-24%,.,-2%,22,-48%,-25%,-1%,-3%
CCCCc1cc(=O)oc2c(C)c(OCc3nn[nH]n3)ccc12,4%,-19%,14%,0%,-2%,2%,-23,-31%,0%,.,0%
CCOc1ccccc1NC(=O)NCc1ccco1,-4%,-5%,15%,1%,-3%,-3%,-3,0%,-5%,.,-3%
O=C(N/N=C1\CCS(=O)(=O)c2ccc(F)cc21)c1ccc([N+](=O)[O-])cc1,6%,?,1%,-4%,-1%,13%,2,-3%,-5%,.,-1%
CC(C)c1nc(Cl)c(C#N)c2c1CCC2,4%,0%,22%,0%,-3%,0%,-10,2%,-1%,.,-1%
CCOC(=O)c1ccc(NC(=O)C(=O)NCCc2ccc(OC)cc2)cc1,3%,0%&1%,0%,0%,1%,-29%,-1,-18%,-5%,5%,14%

# Remaining list, next part:
SMILES,VP16 counter,FLuc modulator,RORg inh,NPC1 prom act,p53 reactivator,PKM2 activator,Giardia kill,BRCA1 expr up,Rab9 prom act,Menin-MLL TR inh,ELG1 genotoxic
CCC(=O)Oc1ccc(NC(=O)c2ccco2)cc1,-4%,12µM*,-22%,2%,16%,-10%,3,67%,5%,-11%,9%
Cc1ccc(C(C)C)c(OCCCN2CC(C)OC(C)C2)c1 (stereo not drawn),-29%,8%,-13%,2%,-1%,0%,-6,-22%,0%,-23%,1%
CCC(c1nnc(SCC(=O)NNC(=O)c2ccccc2)n1Cc1ccccc1)N(C)C (stereo not drawn),.,0%,.,2%,-1%,.,4,-21%,0%,.,-3%
O=S(=O)(c1cccc(Cl)c1)N1CCCC1,5%,0%,19%,-3%,-25%,-9%,-2,0%,-13%,?,5%
O=C(OCc1nnc(-c2ccc(Br)cc2)o1)c1cncc(Br)c1,2%,-17%,-6%,0%,-2%,13%,-21,-1%,2%,-11%,0%
CCOC(=O)CC1C(=O)NCCN1C(=O)c1sc2ccccc2c1Cl (stereo not drawn),7%[10 µM],-2%,13%,0%,-4%,18%,-19,-11%,-7%,-4%,-4%
CC[N+](CC)(CC)CCCCOc1ccc2c(c1)C(=O)c1cc(OCCCC[N+](CC)(CC)CC)ccc1-2,11%,-1%,1%,0%,-3%,-4%,14,-4%,-15%,.,3%
COc1ccc(C(CNC(=O)c2cc3c(s2)CCCC3)N2CCOCC2)cc1 (stereo not drawn),-1%,1%,-19%,-2%,4%,8%,-16,-12%,-1%,.,-4%
CSc1nc2c(c(C(F)(F)F)n1)CC(C)CC2 (stereo not drawn),7%,-2%,-32%,9%,-4%,-8%,30,-2%,-8%,20%,0%
Cc1ccc(OCC(=O)c2ccc3c(c2)CCCC3)cc1C,-23%,9.5µM*,-19%,0.56µM*,?,0%,-1,4.5µM*,1.1µM*,3%,?
Cc1cc(C)cc(N(C(=O)Cn2nnc(-c3ccccc3)n2)C(C(=O)NC2CCCCC2)c2ccccn2)c1 (stereo not drawn),-2%,-2%,19%,-3%,1%,1%,-2,-4%,-2%,-23%,3%
COc1cc2c(cc1OC)C(C)N(C(=O)Nc1ccccc1)CC2 (stereo not drawn),-2%,-2%,-14%,-33%[inhibitor],5%,.,6,-81%,-16%,15%,4%
CCOC(=O)c1c(NC(=O)CN2CCCCC2)sc2c1CCCC2O (stereo not drawn),-7%,3%,-1%,1%,3%,5%,?,-40%,2%,0%,3%
O=C(NCc1ccncc1)c1ccc(NS(=O)(=O)c2ccc(F)cc2)cc1,.,0%,.,0%,-4%,.,-13,-9%,0%,.,-3%
CSc1cccc(NC(=O)CN(C)S(=O)(=O)c2cnc[nH]2)c1,-3%,0%,23%,2%,11%,.,16,-2%,-4%,.,3%
C=CCc1cccc(C2Nc3ccccc3C(=O)N2O)c1O (stereo not drawn),?,-6%,7.1µM*,-6%,12%,1%,-20,-48%,-5%,21%,-1%
CCN(CC(=O)Nc1c(F)cccc1F)C(=O)c1cc(S(=O)(=O)N2CCOCC2)ccc1N1CCCC1,.,2%,.,-2%,9%,.,-6,-69%,-5%,.,-3%
Cc1nn(-c2ccccc2)c(C)c1C=O,2%,7%,-1%,-5%,-1%,1%,0,1%,-3%,.,3%
O=C(CSc1ccc(-c2ccc(F)cc2)nn1)NCc1ccco1,-3%,3%,?,-1%,-6%,-2%,-2,-7%,-5%,-3%,0%
COc1cccc(C(=O)N2CCN(Cc3ccccc3Br)CC2)c1,-2%,3%,-22%,1%,1%,1%,-9,-1%,1%,-19%,-9%
CCOc1ccc2nc(NC(=O)c3c([N+](=O)[O-])cnn3CC)sc2c1,-12%,?,-24%,-2%,-5%,-5%,?,22%,1%,12%,-3%
COC(=O)NCc1ccc2c(c1)OCO2,-2%,8%,-5%,-3%,-1%,1%,0,3%,-4%,.,0%
CCc1ccccc1NNC(=O)c1snnc1C,3%,-1%,11%,-1%,2%,3%,-2,-17%,-4%,.,-1%
Cc1cc(=O)oc2c3c(cc(OCC(=O)N[C@H](C(=O)O)c4ccccc4)c12)OC(C)(C)CC3,-7%,-9%,26%,0%,6%,-2%,?,5%,10%,2%,-1%
